Screening data deposited in PubChem by NMMLSC.
S aureus QS inh = S. aureus quorum sensing inhibition | S. aureus RN6390 RNAIII-GFP reporter, AIP-induced, flow cytometry 3 h | inhibition, % at 2 µM | 24,000 tested, 0.3% active;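 active means share of bacteria positive for the green fluorescent reporter and its mean brightness both inhibited by 50% or more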;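 further: 0% = AIP-stimulated control and 100% = unstimulated bacteria without AIP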
S aureus QS inh GFP MFI % = second read-out of S aureus QS inh, no call of its own (marks repeat the call); inhibition, %; measured here: inhibition of GFP MFI
Numbers without * were called inactive. A portion of the library; count on the stated rates, not on these rows.

SMILES	S aureus QS inh	S aureus QS inh GFP MFI %
CCOC(=O)N1CCN(C(=O)C2c3cc(OC)c(OC)cc3C(=O)N3CCc4ccccc4C23)CC1 (stereo unspecified)	3	8
Cc1cccc2sc(NC(=O)CCNS(=O)(=O)c3cccc4nonc34)nc12	1	5
Cn1ncc(Br)c1C(=O)Nc1ccc(Cl)cn1	0	2
CCn1c(SCC(=O)Nc2nc3ccc(C)cc3s2)nc2c(c1=O)SC(C)C2 (stereo unspecified)	15	27
COc1ccc(-n2nc(C(=O)NCc3ccco3)c3c4ccccc4n(C)c3c2=O)cc1Cl	5	40
c1cn(CC2(Cn3ccnc3)COC2)cn1	-2	8
O=C(O)c1ccc(CSc2nnc(-c3ccco3)o2)cc1	6	4
Cc1nc2ccc3nc(NC(=O)c4ccc5c(c4)OCCO5)sc3c2s1	-5	-10
Cc1oc(-c2ccccc2F)nc1CS(=O)CC(=O)NCc1cccs1 (stereo unspecified)	-1	-4
Cc1cc(S(=O)(=O)Nc2cccnc2)c(C)s1	8	18
Cc1oc(-c2ccccc2F)nc1CS(=O)(=O)CC(=O)NCCCc1ccccc1	2	28
Cc1ccc(C)n1CCN1CCN(C(=O)c2ccco2)CC1	-1	-20
CCOC(=O)c1nnn(CC(=O)Nc2ccccc2OC)c1C(=O)OCC	0	1
COc1ccc(C2CC(=O)Nc3ccccc3S2(=O)=O)cc1OC (stereo unspecified)	1	3
CCCN1CCN(CCCNC(=O)C2CCCN(c3nc4ccc(OCC)cc4s3)C2)CC1 (stereo unspecified)	0	1
CCOC(=O)CN1c2ccccc2NC(=O)CC1C (stereo unspecified)	-4	-16
O=C(C1CCN(c2nnc(N3CCCC3=O)s2)CC1)N1CCN(Cc2ccc3c(c2)OCO3)CC1	-5	1
COc1c(Cl)cc(C(=O)Nc2ccccc2C(=O)O)cc1Cl	-1	-13
COc1ccccc1N1CCN(C(=O)C2CC=CCC2C(=O)O)CC1 (stereo unspecified)	-3	-18
Cc1noc(C)c1CSc1nc2cc(S(=O)(=O)N3CCOCC3)ccc2o1	0	2
Cc1ccccc1NC(=O)CN(C)S(=O)(=O)c1cccc2cccnc12	0	2
COC(=O)C(NS(=O)(=O)c1ccc(NC(C)=O)cc1)C(C)C (stereo unspecified)	0	-1
CCCCOC(=O)n1c(SCC(=O)N(CC)CC)nc2ccccc21	8	7
COc1ccc(C)cc1NC(=O)CN1CCN(S(=O)(=O)c2ccc(Br)cc2)CC1	0	9
COc1cc(OC)c(C2N(C)c3ccccc3N2C)cc1OC	0	0

More records
SMILES	S aureus QS inh	S aureus QS inh GFP MFI %
CN1CCN(CCCNC(=O)c2cc3c(=O)n(C)c4ccccc4c3s2)CC1	0	16
COc1ccccc1N1CCN(C(=O)CSc2nc3ccccc3c(=O)n2CC2CCCO2)CC1 (stereo unspecified)	0	26
Cn1c(C(=O)NCC2CCCO2)cc2c(=O)[nH]c3ccccc3c21 (stereo unspecified)	-2	-2
COc1cccc(NC(=O)Cn2cnc3sc(C)c(S(=O)(=O)N4CCN(C)CC4)c3c2=O)c1	-5	-15
CC1CSc2nnc(CCc3ccccc3)n21 (stereo unspecified)	-2	-1
Cn1c(=O)c2c(nc(NCCCO)n2C/C=C/c2ccccc2)n(C)c1=O	0	-13
Cc1cccc(NC(=O)c2cnc3n(c2=O)CCS3)c1	2	3
CCSc1nnc(NC(=O)c2csc(C)c2)s1	1	-10
O=C(c1ccccc1)c1coc2ccc(O)c(CN3CCOCC3)c12	0	8
CC1(C)CC(=O)C=C(NC2CCS(=O)(=O)C2)C1 (stereo unspecified)	-1	-3
CC(=O)N1CCN(S(=O)(=O)c2ccc(S(=O)(=O)NCC(C)C)cc2)CC1	0	28
COc1ccc(-n2c(=O)cc(N3CCOCC3)[nH]c2=O)cc1	-6	-8
C=CCNS(=O)(=O)c1nc(C)c(Cl)c(C)c1C#N	-4	-8
C=CCn1c(=O)c2ccccc2n2c(SCC(=O)Nc3cc(C)on3)nnc12	0	-5
COc1cccc(-c2nc(-c3ccc(NC(=O)c4cccnc4)cc3)no2)c1	-7	-15
O=C(CCCn1c(=S)[nH]c2cc3c(cc2c1=O)OCO3)N1CCN(c2ccc(Cl)cc2)CC1	42	76
COc1ccc(CN2C(=O)CCC2(C)C(=O)NCc2cccnc2)c(OC)c1 (stereo unspecified)	-2	7
Cc1nc(NCc2ccccn2)c2ccccc2n1	-1	42
CC1(C)NC(=O)N(CC(O)COc2cccc(F)c2)C1=O (stereo unspecified)	-1	10
O=C(CCCC(=O)N1CCN(c2ccccc2F)CC1)N1CCN(c2ccccc2F)CC1	-3	-28
COCCCNC(=O)CS(=O)Cc1nc(-c2cccc(OC)c2)oc1C (stereo unspecified)	-2	-4
CCc1c(C(=O)Nc2ccc(OC)c(Cl)c2)[nH]c(C)c1C(C)=O	-3	-8
COc1ccc(C2/C(=C(/O)c3ccccc3)C(=O)C(=O)N2C)cc1 (stereo unspecified)	1	5
Cc1ccc2oc(=O)c3cnn(CC(=O)Nc4ccccc4N4CCN(C)CC4)c3c2c1	0	8
O=C(NCCc1ccccc1)C1CC(=O)N(C2CCCCCC2)C1 (stereo unspecified)	0	11

The list continues.
SMILES	S aureus QS inh	S aureus QS inh GFP MFI %
Cc1ccc(Cn2c(=O)n(Cc3ccco3)c(=O)c3ccccc32)cc1	5	11
COc1ccc(C2C(C(=O)OC3CCCCC3)=C(C)Nc3nnnn32)c(OC)c1OC (stereo unspecified)	2	6
c1ccc(-c2nc3c4ccccc4nc(N4CCN(c5ccccn5)CC4)n3n2)cc1	-1	-11
O=C(C1CCCN(S(=O)(=O)c2cccnc2)C1)N1CCN(c2ccccn2)CC1 (stereo unspecified)	-1	-7
CCOc1cccc(C(=O)N(Cc2ccco2)C2CCS(=O)(=O)C2)c1 (stereo unspecified)	-4	-17
CCC(NS(=O)(=O)c1ccc(C)cc1)C(=O)O (stereo unspecified)	1	4
CN(CCNC(=O)c1cn(C)c2ccc(S(=O)(=O)N(C)C)cc2c1=O)CCc1ccccc1	0	5
CCC(C)NC(=O)C1CCC(=O)N(c2ccc3c(c2)OCO3)C1c1ccc(OC)cc1 (stereo unspecified)	11	28
CCCCn1cnc2c(cnn2-c2ccc(Cl)cc2)c1=O	3	15
COC(=O)C1C(=O)C2=C(CC1C)NC(=O)CC2c1ccccc1 (stereo unspecified)	2	9
COc1ccc(CNC(=O)c2noc3c2CCCC3)cc1	0	-4
Cn1c2c(c(=O)n(C)c1=O)CN(Cc1ccc(F)cc1)CN2	4	15
c1ccc(Cn2nnnc2C(c2cccs2)N2CCSCC2)cc1 (stereo unspecified)	7	22
Cc1c(C(=O)N2CC(C)OC(C)C2)sc2nc(-c3ccccc3)cn12 (stereo unspecified)	-3	-9
Cc1ccc(-c2noc(CCC(=O)NC3CCN(Cc4ccccc4)CC3)n2)cc1	-3	-3
CCOC(=O)CN1C(=O)C(O)(CC(=O)c2ccccn2)c2ccccc21 (stereo unspecified)	-3	-7
Cc1cnn(-c2nc(-c3cccs3)cc(C(F)(F)F)n2)c1	9	52
Cc1onc(-c2ccccc2)c1C(=O)NCCN1CCOCC1	0	-1
CCOc1ccccc1C(=O)NCCCN1CCN(CCCNC(=O)c2ccccc2OCC)CC1	2	1
O=C(c1ccco1)N1CCN(C(=O)C2CCN(S(=O)(=O)c3cnc[nH]3)CC2)CC1	3	5
COc1ccc(-n2c(Cc3cccn3C)nnc2SCC(=O)NCc2ccccc2Cl)cc1	-3	-17
CCCNC(=O)CS(=O)(=O)Cc1nc(-c2ccccc2C)oc1C	-3	-15
CCOC(=O)N1CCN(C(=O)c2cc(S(=O)(=O)N3CCCC3)cn2C)CC1	-4	-5
CC(C)CN(CC(C)C)C(=O)C12CCC(C)(C(=O)C1)C2(C)C (stereo unspecified)	-5	-11
CCc1ncc(C(O)c2cccc(OC)c2OC)n1C (stereo unspecified)	0	11

(next part)
SMILES	S aureus QS inh	S aureus QS inh GFP MFI %
Cc1ccc(NC(=O)C2CCCN(S(=O)(=O)c3ccc4c(c3)oc(=O)n4C)C2)nc1 (stereo unspecified)	0	4
CC(=O)Nc1c(O)n(C)c2ccccc12	3	38
CCOC(=O)[C@H](CCc1ccccc1)N[C@@H](C)C(=O)N1CCC[C@H]1C(=O)O	-3	-19
O=C(C1CCN(S(=O)(=O)c2cccc3nsnc23)CC1)N1CCN(c2ccccc2F)CC1	-1	-1
CC1=C(C(=O)OC(C)C)C(c2c[nH]c3ccccc23)n2ncnc2N1 (stereo unspecified)	0	6
CN(Cc1ccccc1)C(=O)c1ccc2c(c1)OCO2	0	10
COc1ccc(-n2nnc3c(=O)n(Cc4cc(C)ccc4C)cnc32)cc1	25	45
O=C(NC1CCCC1)C1CCCN(S(=O)(=O)c2cnc[nH]2)C1 (stereo unspecified)	0	8
CCOC(=O)C1CCN(Cc2cnc(NC(=O)OC)s2)CC1	10	20
CCOC(=O)N1CCN(S(=O)(=O)c2cc(Cl)ccc2Cl)CC1	-1	1
O=C(OCc1nnc(-c2ccc(Cl)cc2)o1)c1ccc(=O)n(Cc2ccccc2)n1	-1	0
Cc1ccc(-n2nc3c(c2NC(=O)c2ccc(OC(C)C)cc2)CS(=O)C3)cc1 (stereo unspecified)	-2	-58
COc1ccccc1C1CC(c2ccc(Cl)cc2Cl)Nc2nc(N)nn21 (stereo unspecified)	4	9
COc1ccc(N2CCN(C(c3cccc(OC)c3OC)c3nnnn3C3CCCC3)CC2)cc1 (stereo unspecified)	2	13
O=C(CC1N=C2c3ccccc3N=C(SCc3ccc(F)cc3)N2C1=O)NCc1ccco1 (stereo unspecified)	1	3
CC(C)(C)OC(=O)N1CCC(C(=O)O)CC1	0	11
CCOc1ccc(NC(=O)CN2C(=O)C3CCCN3C2=O)cc1 (stereo unspecified)	2	11
CCS(=O)(=O)N1CCC(C(=O)N2CCN(c3ccccc3)CC2)CC1	-5	-6
CCOC(=O)N1CCC(=C(C#N)C(=O)Nc2cc(OC)ccc2OC)CC1	3	12
Cc1ccc(NC2c3ncccc3C(=O)N2Cc2ccc(F)cc2)cc1 (stereo unspecified)	0	4
CC(=O)c1cccc(NC(=O)CN(c2ccc(C)cc2)S(=O)(=O)c2cccc3nonc23)c1	-4	-30
COC(=O)COc1nc(C)c(Br)c(OC)n1	0	-19
O=C(Cn1cc2c(n1)CCCCC2)N1CCc2ccccc2C1	-1	-4
CCOC(=O)c1c(C)oc2ccc(NS(=O)(=O)c3ccc4c5c(cccc35)C(=O)N4)cc12	2	4
CCCOC(=O)NC(CC)COC(=O)Nc1cc(C)ccc1C (stereo unspecified)	-4	-28

Other results follow.
SMILES	S aureus QS inh	S aureus QS inh GFP MFI %
COc1cc2nc(=S)n3[nH]c(CCn4c(C)nc5ccccc54)nc3c2cc1OC	17	23
CCc1nnc(NC(=O)CCC(=O)Nc2ccccc2)s1	0	2
CC1=C(C#N)C(Nc2cccc(C)n2)(C(F)(F)F)C(=O)N1 (stereo unspecified)	-1	-4
CCn1cc(C(=O)NCC2CCCO2)c(=O)c2cc(S(=O)(=O)N3CCC(C)CC3)ccc21 (stereo unspecified)	-6	-12
C=CCNc1nc2c(c(=O)n(C)c(=O)n2C)n1CCCCCC	-1	-3
CC1Cc2ccccc2N1C(=O)C1CCCN(S(=O)(=O)c2cccc3nsnc23)C1 (stereo unspecified)	0	3
CC(C)CC(NC=C1C(=O)OC(C)(C)OC1=O)C(=O)O (stereo unspecified)	1	6
COc1ccc(S(=O)(=O)NCCC(=O)NCc2ccc(F)cc2)cc1	-6	-15
COC(=O)c1ccc(CSc2nnc(CNC(=O)COc3ccc(Cl)cc3)o2)o1	-1	-16
CCOC(=O)Cn1c(=O)oc2cc(S(=O)(=O)N(C)Cc3ccco3)ccc21	-6	-10
CCOc1ccc(OCc2ccc(C(=O)O)o2)cc1	-1	-3
COc1ccc(S(=O)(=O)NC2(C(F)(F)F)N=C3SCCN3C2=O)cc1 (stereo unspecified)	0	10
CCCS(=O)(=O)N1CCC(C(=O)NCCN2CCC(Cc3ccccc3)CC2)CC1	-3	-4
CCN(CC)CCN1C(=O)C(=O)/C(=C(/O)c2ccc(OC(C)C)cc2)C1c1ccncc1 (stereo unspecified)	-9	-43
CCOc1ccc(-n2c(=O)c3sccc3n(CC(=O)NCc3ccco3)c2=O)cc1	22	26
COc1cccc(C(=O)NCC(c2cccnc2)N2CCN(c3ccccc3OC)CC2)c1 (stereo unspecified)	0	0
Cc1ccc(Cn2nnc3c(=O)[nH]c(C4CCN(C(=O)c5cccs5)CC4)nc32)cc1	0	8
O=C(O)CSc1ncn[nH]1	-1	1

Record cards, as listed above. Values in the order: S aureus QS inh, S aureus QS inh GFP MFI %
Cc1nc(NCc2ccccn2)c2ccccc2n1 reads -1, 42
CC1=C(C#N)C(Nc2cccc(C)n2)(C(F)(F)F)C(=O)N1 (stereo unspecified) reads -1, -4

Entries shown so far containing a Cl atom:
SMILES	S aureus QS inh	S aureus QS inh GFP MFI %
Cn1ncc(Br)c1C(=O)Nc1ccc(Cl)cn1	0	2
COc1ccc(-n2nc(C(=O)NCc3ccco3)c3c4ccccc4n(C)c3c2=O)cc1Cl	5	40
COc1c(Cl)cc(C(=O)Nc2ccccc2C(=O)O)cc1Cl	-1	-13
C=CCNS(=O)(=O)c1nc(C)c(Cl)c(C)c1C#N	-4	-8
O=C(CCCn1c(=S)[nH]c2cc3c(cc2c1=O)OCO3)N1CCN(c2ccc(Cl)cc2)CC1	42	76
CCc1c(C(=O)Nc2ccc(OC)c(Cl)c2)[nH]c(C)c1C(C)=O	-3	-8
CCCCn1cnc2c(cnn2-c2ccc(Cl)cc2)c1=O	3	15
COc1ccc(-n2c(Cc3cccn3C)nnc2SCC(=O)NCc2ccccc2Cl)cc1	-3	-17
CCOC(=O)N1CCN(S(=O)(=O)c2cc(Cl)ccc2Cl)CC1	-1	1
O=C(OCc1nnc(-c2ccc(Cl)cc2)o1)c1ccc(=O)n(Cc2ccccc2)n1	-1	0
COc1ccccc1C1CC(c2ccc(Cl)cc2Cl)Nc2nc(N)nn21 (stereo unspecified)	4	9
COC(=O)c1ccc(CSc2nnc(CNC(=O)COc3ccc(Cl)cc3)o2)o1	-1	-16
